Assay outcomes from PubChem.
KCNK9 block = KCNK9 potassium channel inhibitors, primary screen, HEK293 cells, thallium flux | B-score at 10 µM | Potassium channel subfamily K member 9 (Homo sapiens), Q9NPC2 | AID 488922, 2010 | 310,000 tested, 1.2% active | FluxOR thallium flux fluorescence; active compounds read low;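 active = ratio B-score over 3 SD below the library mean, with starting fluorescence within 5 SD of its mean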;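 note: negative B-score means less thallium flux so channel inhibition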
TMEM16A inh = TMEM16A chloride channel inhibitors, primary screen, cell-based, HTS. 310,000 tested, 1.2% active. Anoctamin-1 (Mus musculus), Q8BHY3. HEK293 TMEM16A/YFP iodide influx fluorescence, ionomycin. normalized B-score (activity score, 25-100; higher = stronger inhibition) at 10 µM;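 active = ratio plate-corrected score three or more library SD toward inhibition, starting fluorescence score within five deviations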;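 note: score derived from kinetic fluorescence span divided by baseline fluorescence per well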
KCNK3 inh = human KCNK3 channel inhibitors, primary screen, CHO cells, FluxOR thallium flux, B-score. Potassium channel subfamily K member 3 (Homo sapiens), O14649. FluxOR fluorescence; active compounds read low. B-score at 10 µM. 340,000 tested, 0.84% active;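 active = B-score under library mean minus 4 SD, starting fluorescence ratio at most library mean plus 5 SD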;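 note: more negative B-score means stronger inhibition of thallium flux through KCNK3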
Target sequence (O14649 whole entry, looked up): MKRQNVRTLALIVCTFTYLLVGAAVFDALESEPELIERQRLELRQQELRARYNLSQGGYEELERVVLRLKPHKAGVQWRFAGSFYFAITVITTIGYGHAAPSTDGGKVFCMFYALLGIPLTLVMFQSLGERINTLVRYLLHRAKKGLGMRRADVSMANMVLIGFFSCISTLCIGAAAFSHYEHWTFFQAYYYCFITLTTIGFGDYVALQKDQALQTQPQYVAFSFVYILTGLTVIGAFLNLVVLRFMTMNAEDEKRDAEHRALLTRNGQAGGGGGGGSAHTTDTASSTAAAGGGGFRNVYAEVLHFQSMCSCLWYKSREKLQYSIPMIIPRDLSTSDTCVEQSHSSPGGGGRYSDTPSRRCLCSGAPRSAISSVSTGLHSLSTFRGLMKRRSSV
hERG protect = hERG rescue from dofetilide block, primary screen, cell-based, CHO-hERG, FluxOR thallium flux, dofetilide IC70; Voltage-gated inwardly rectifying potassium channel KCNH2 (Homo sapiens), Q12809; dofetilide IC70 present; activation (rescue from dofetilide block), less the hit threshold, % at 10 µM; 310,000 tested, 0.51% active; AID 1511, 2009;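 active = activation above the mean of controls blocked by dofetilide plus 5 SD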;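 note: thallium influx through hERG after potassium depolarization seen as dye fluorescence rise; in these data hits start at about 4.7%; inactives centre near -7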
KCNQ1 pot = potentiators or activators of KCNQ1 channel, primary screen, cell-based, thallium flux, high-throughput; B-score at 10 µM; 310,000 tested, 0.35% active; CHO-K1 KCNQ1, thallium flux FluxOR fluorescence; active compounds read high;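 active = fluorescence ratio B-score, a plate-corrected score, at least three library SD, with initial intensity B-score within 5 SD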
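Assay system: stable KCNQ1 CHO-K1 line; medium: assay buffer, equal DMSO in all wells; timing: 90 min dye loading and 20 min compound exposure, both at room temperature; technique: kinetic FluxOR thallium fluorescence, 10-s 1-Hz baseline, 110-s post-stimulus read; read-out basis: B score of baseline-normalized fluorescence ratio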
TMEM16A act = TMEM16A chloride channel activators or potentiators, primary screen, cell-based, HTS; AID 623877, 2012; HEK293 TMEM16A/YFP-H148Q/I152L, iodide quench fluorescence; active compounds read low; 340,000 tested, 0.3% active; B-score at 10 µM;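 active = fluorescence-ratio B-score plate-corrected deviation score at least 3 library SD below zero, with starting fluorescence score within 5 deviations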;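 note: channel opened by trigger with iodide after compound preincubation; score built on the fluorescence ratio of max minus min over baseline; more negative score means more quench and so TMEM16A activation or potentiation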
KCNQ1 inh = inhibitors of human KCNQ1 channel, primary screen, cell-based, thallium flux, high-throughput | CHO-K1 KCNQ1, FluxOR thallium flux fluorescence; active compounds read high | Potassium voltage-gated channel subfamily KQT member 1 (Homo sapiens), P51787 | B-score at 10 µM | 310,000 tested, 1.3% active;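 active = compounds whose thallium flux B-score, printed positive for inhibition, exceeds three library SD while starting fluorescence stays within three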;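 note: channel opened by potassium depolarization with thallium stimulus after 20 min compound exposure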
Dyrk1A ADPGlo = rat Dyrk1A kinase inhibitors, primary screen, biochemical, single point, plate reader. Dual specificity tyrosine-phosphorylation-regulated kinase 1A (Rattus norvegicus), Q63470. ADP-Glo luminescence, NFATc1 peptide. inhibition, % at 12.5 µM. 310,000 tested, 0.43% active. AID 504441, 2011; in the data active = inhibition above about 50%;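 note: plate controls were vehicle with enzyme for no effect and no enzyme for full effect; many of its hits are not listed in these tables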
TRPC4 potent = positive allosteric modulators of TRPC4, primary screen, cell-based, mouse TRPC4beta, HEK293 mu-opioid, Fluo-4 calcium; AID 2227, 2009; B-score at 10 µM; DAMGO EC20, Fluo-4 Ca2+ flux; active compounds read high; 310,000 tested, 0.42% active; Short transient receptor potential channel 4 (Mus musculus), Q9QUQ5;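 active = B-score of calcium response area above 5 SD of library B-scores, with initial fluorescence ratio within 5 SD of library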;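 note: B-score of integrated fluorescence ratio over time as area under calcium response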
TRPC4 agonist = activators of mouse TRPC4 channel, primary screen, Fluo4 calcium, HEK293 TRPC4beta/mu-opioid cells; 310,000 tested, 0.49% active; B-score at 10 µM; AID 2237, 2010; Short transient receptor potential channel 4 (Mus musculus), Q9QUQ5; Fluo4 calcium fluorescence; active compounds read high;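 active = B-score above 5 SD of library B-scores, and initial fluorescence ratio not above library mean plus 5 SD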;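 note: positive B-score marks a calcium rise read as TRPC4 activation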
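Material: TRPC4beta and mu-opioid receptor HEK293 stable cells | Incubation: 45 min room-temperature Fluo4 loading, 110 s read | Detection: Kinetic Fluo4 calcium fluorescence | Measure: Integrated baseline-normalised fluorescence ratio, converted to per-well B score | Benchmarks: Low control buffer alone, high control maximal DAMGO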
HDAC3 inh = HDAC3 deacetylase inhibitors, primary screen, biochemical, fluorescence, cell-free homogeneous | 320,000 tested, 0.15% active | recombinant HDAC3, fluorogenic peptide/trypsin coupled | inhibition, % at 8.3 µM | Histone deacetylase 3 (Homo sapiens), O15379; in the data active = inhibition above about 26%, passing the limit was not always enough; inconclusive = no clear call, values can overlap the other calls
Target sequence (O15379 whole entry, looked up): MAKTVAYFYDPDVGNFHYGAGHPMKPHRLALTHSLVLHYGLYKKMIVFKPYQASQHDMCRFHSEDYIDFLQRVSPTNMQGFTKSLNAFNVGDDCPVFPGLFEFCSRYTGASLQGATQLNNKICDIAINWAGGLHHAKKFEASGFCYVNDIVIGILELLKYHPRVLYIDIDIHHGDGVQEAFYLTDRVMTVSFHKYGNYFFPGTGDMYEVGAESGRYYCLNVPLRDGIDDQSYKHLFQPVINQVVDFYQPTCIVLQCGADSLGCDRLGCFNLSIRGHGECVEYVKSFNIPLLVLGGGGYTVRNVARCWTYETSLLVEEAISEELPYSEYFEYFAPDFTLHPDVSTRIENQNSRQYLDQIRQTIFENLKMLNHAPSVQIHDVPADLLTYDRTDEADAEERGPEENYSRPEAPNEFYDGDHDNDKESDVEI
Active calls of the source: *; i = inactive; ? = inconclusive; · = no result given. Some of the compounds tested; count on the stated rates, not on these rows.

SMILES | KCNK9 block | TMEM16A inh | KCNK3 inh | hERG protect | KCNQ1 pot | TMEM16A act | KCNQ1 inh | Dyrk1A ADPGlo | TRPC4 potent | TRPC4 agonist | HDAC3 inh
Cc1cc(OCC(=O)N2CCC[C@@H]2C(=O)O)c2c(C)c(C)c(=O)oc2c1 | i | i | i | -3 | i | i | i | -9 | i | i | -48
Cc1nn(CC(=O)NCCc2ccccc2)c(=O)c2cc3occc3n12 | i | i | i | -3 | i | i | i | -3 | i | i | 2
CC(C)(CN1CCc2ccccc2C1)NS(=O)(=O)c1ccccc1 | i | i | i | -18 | i | i | i | -3 | i | i | -5
O=C(Nc1cc(Cl)ccc1F)C1=COCCO1 | i | i | i | -10 | i | i | i | 4 | i | i | -2
COC(=O)c1ccc(C(c2c(C)n(C)n(-c3ccccc3)c2=O)c2c(C)n(C)n(-c3ccccc3)c2=O)cc1 | i | i | i | -5 | i | i | i | -5 | i | i | 0
CCCCCCNC(=O)Cc1c(O)c2ccccc2[nH]c1=O | i | i | i | -8 | i | i | i | 9 | i | i | 4
O=C(CN(CCc1ccccc1)S(=O)(=O)c1ccc(Cl)cc1)N/N=C/c1ccc2c(c1)OCO2 | i | i | i | -5 | i | i | i | -5 | i | i | -8
O=C(CN(C(=O)CCC(=O)Nc1nccs1)c1ccccc1F)NCc1ccccc1 | i | i | i | -7 | i | i | i | 2 | i | i | 2
Cn1c(=O)n(C)c2cc(/C=N/NC(=O)c3ccncc3)ccc21 | i | i | · | -10 | i | · | i | · | i | i | -2
Cc1cccc(NC(=O)c2sc(NC(=O)COc3ccccc3)c(C#N)c2C)c1C | i | i | i | -3 | i | i | i | 2 | i | i | -2
CC1C(C#N)=C(N)OC2=C1C(=O)CC(c1ccccc1)C2 (centres undefined) | i | i | i | -5 | i | i | i | -3 | i | i | -9
O=C(COc1ccccc1O)NNc1ccccc1 | i | i | i | -9 | i | i | i | -1 | i | i | -9
O=C(CN1CCOc2ccccc21)N1CCN(c2cccc(Cl)c2)CC1 | i | i | i | -7 | i | i | i | 1 | i | i | 2
CCOC(=O)C1(Cc2cccc(OC)c2)CCN(Cc2cnc(N)nc2)CC1 | i | i | i | -9 | i | i | i | 3 | i | i | 6
Cc1cc(C)c(S(=O)(=O)c2cccc(Br)c2C)c(=O)[nH]1 | i | i | i | -3 | i | i | i | -4 | i | i | -12
O=C(NCc1ccc(F)cc1)C1CCCN(C(=O)Nc2ccccc2)C1 (centres undefined) | i | i | i | -12 | i | i | i | -23 | i | i | 2
CC(=O)Nc1cc(-c2nn3c(C)nnc3s2)ccc1C | i | i | i | -9 | i | i | i | 9 | i | i | -4
Cc1ccccc1C(=O)Nc1ccccc1-n1cccc1 | i | i | i | -1 | i | i | i | 2 | i | i | -3
Cc1ccc(-c2noc(CCC(=O)Nc3ccccc3N3CCN(C)CC3)n2)cc1 | i | i | i | -5 | i | i | i | 1 | i | i | 5
COc1ccc(OC)c(/C=N\NC(=O)c2ccc(=O)n(C)c2)c1 | i | i | i | -7 | i | i | i | 10 | i | i | 3
COc1c(Cl)cccc1-c1cn2ccc(C)cc2n1 | i | i | i | -11 | i | i | i | 6 | i | i | -10
COc1cc(C2C3=C(Nc4nc(N)[nH]c(=O)c42)c2ccccc2C3=O)ccc1O (centres undefined) | i | i | i | -9 | i | i | i | 9 | i | i | 0
O=C(CSc1nnc(Cc2ccccc2)o1)c1ccc(F)cc1 | i | i | i | -4 | i | i | i | 3 | i | i | -9
COc1ccc(C2C(C#N)=C(N)Oc3cc(C)[nH]c(=O)c32)cc1OC (centres undefined) | i | i | i | -6 | i | i | i | 23 | i | i | -4
CCc1nnc(NC(=O)c2cccc(S(=O)(=O)N(C)c3ccccc3)c2)s1 | i | i | i | -8 | i | i | i | 8 | i | i | 4
Cc1ccnc(NC(=O)c2cccc3ccccc23)c1 | i | i | i | -12 | i | i | i | · | i | i | 2
CCC(=O)N(C)C(c1ccccc1Cl)c1nnnn1-c1c(C)cccc1C (centres undefined) | i | i | i | -8 | i | i | i | -1 | i | i | 7
COc1ccc(N2CCN(CC(O)c3c[nH]c4ccc(OC)cc34)CC2C)cc1 (centres undefined) | i | i | i | -15 | i | i | i | 4 | i | i | 4
N#Cc1c(NC(=O)CSc2n[nH]c(N)n2)oc(-c2ccccc2)c1-c1ccccc1 | i | i | i | -5 | i | i | i | 1 | i | i | -2
Cc1cc(C)nc(NC(=O)/C=C/c2ccc(Cl)cc2)n1 | i | i | i | 1 | i | i | i | 10 | i | i | -1
CC1CN(c2ccc([N+](=O)[O-])cn2)CC(C)O1 (centres undefined) | i | i | i | -3 | i | i | i | -2 | i | i | 7
Cc1ccc2c(Cl)c(C(=O)NCc3cccnc3)sc2c1 | i | i | i | -16 | i | i | i | 17 | i | i | 3
COc1ccc(CC(=O)NNC(=O)CSc2nnc(C)n2-c2ccccc2)cc1 | i | i | i | -3 | i | i | i | 2 | i | i | 0
CC1(C)O[C@@H]2[C@@H](CO[C@@]3(COS(N)(=O)=O)OC(C)(C)O[C@@H]23)O1 | i | i | · | -8 | i | · | i | · | i | i | -5
COc1ccc(NS(=O)(=O)c2cccc(NC(=O)NC3CCCCC3)c2)cc1 | i | 25* | i | -13 | i | i | i | -5 | i | i | 8
CCOC(=O)Cc1nn(Cc2nc(-c3ccc(C#N)cc3)cs2)c(=O)c2ccccc12 | i | 25* | i | -4 | i | i | i | 4 | i | i | -7
CCOC(=O)C1(CC2CC2)CCN(Cc2ccc3cccc(F)c3n2)CC1 | i | i | i | -6 | i | i | i | · | i | 45* | 0
COc1ccc(C(=O)Nc2sc(C)c(-c3ccccc3)c2C#N)cc1OC | i | i | -11* | -5 | i | i | 6* | 6 | i | i | 9
NC(=O)c1oc2ccccc2c1NC(=O)c1ccc(F)cc1 | i | i | i | -5 | i | i | i | 4 | i | i | 1
COc1ccccc1Nc1nc(Cl)nc(NC(C)(C)C)n1 | i | i | i | -12 | i | i | i | · | i | i | 0
Cc1ccc(C)[n+](CC(=O)c2ccc(-c3ccccc3)cc2)c1 | i | i | i | -10 | i | i | i | -89 | i | i | -3
COc1cccc(-c2noc(C3CCCN(S(=O)(=O)c4cccc(Cl)c4C)C3)n2)c1 (centres undefined) | i | i | i | -12 | i | i | i | 8 | i | i | 4
CCOC(=O)C1(Cc2cccc(OC)c2)CCN(C(C)COC)CC1 (centres undefined) | i | i | i | -8 | i | i | i | 5 | i | i | 1
CN(C)CCSc1nnc2sc3ccccc3n12 | i | i | i | -1 | i | i | i | 1 | 11* | i | -1
CCCCn1c(SCC(=O)c2ccc(OC)c(OC)c2)nc2cc(S(N)(=O)=O)ccc21 | i | i | i | -3 | i | i | i | 1 | i | i | 4
CCN(CC)c1ccc(N=Nc2nn(C)c(C)c2[N+](=O)[O-])cc1 | i | i | i | 2 | i | i | i | -3 | i | i | -16
CCn1c(O)c(C=NCc2cccs2)c(=O)n(CC)c1=S | i | i | i | -9 | i | i | i | 6 | i | i | ?
O=C(NCc1n[nH]c(=S)n1-c1cccc(Cl)c1)c1ccc(S(=O)(=O)N2CCCC2)cc1 | i | i | i | -11 | i | i | i | 5 | i | i | 6
CCc1ccc(C(=O)CSC2=C(C#N)C(c3ccco3)C(C(C)=O)=C(C)N2)cc1 (centres undefined) | -11* | i | · | -10 | i | · | i | · | i | i | 24
COCC(=O)N1CCc2ccc(NC(=O)c3ccc(C(F)(F)F)cc3)cc2C1 | i | i | i | -3 | i | i | i | 2 | i | i | -1
COc1cc(C(=O)NCCCOC(C)C)ccc1OC1CCN(C(C)=O)CC1 | i | i | i | -6 | i | i | i | -5 | i | i | -4
CCCCCc1cc(=O)oc2c(C(CCN3CCCC3)c3ccc(N(C)C)cc3)c(OC)cc(OC)c12 (centres undefined) | i | i | i | -21 | i | i | i | -4 | i | i | -3
O=C(NCc1cccs1)c1cccn2c(=O)c3sccc3nc12 | i | i | i | -11 | i | i | i | -6 | i | i | 3
Cc1ccc(-c2cc(-c3ccccc3)c(C#N)c(N)n2)o1 | i | i | i | -11 | i | i | 6* | 6 | i | i | 0
CCC(C)N1C(=O)N(C)C2NC(=O)NC21 (centres undefined) | i | i | i | -10 | i | i | i | 2 | i | i | -8
COc1ccc(NS(=O)(=O)c2cc(OC)ccc2OC)cc1 | i | i | i | -4 | i | i | i | 3 | i | i | 1
CCOC(=O)C1(CCCc2ccccc2)CCN(Cc2cnn(C)c2)CC1 | i | i | i | 1 | i | i | i | 3 | i | 120* | -3
O=C(Cn1cnc2c(nnn2Cc2ccc(Cl)cc2)c1=O)N1CCCc2ccccc21 | i | i | i | -12 | i | i | i | 1 | i | i | 5
CCOC(=O)c1cc(OC(=O)c2ccccc2OC)n(-c2ccccc2)n1 | i | i | i | -16 | i | i | i | · | i | i | 0
Cc1c(C(=O)NC(=S)Nc2ccc(NC(=O)c3cccs3)cc2)oc2ccccc12 | i | i | i | -5 | i | i | i | 2 | i | i | -1
CN(Cc1cccc(C(F)(F)F)c1)C(=O)C1CCC(=O)N(CC2CCCCC2)C1 (centres undefined) | i | i | i | -10 | i | i | i | · | i | i | 7
